Growth percent in the NCI-60 one-dose screen (48 h, 10 µM unless noted): 100 = growth as untreated, 0 = no growth, -100 = all killed.
HL-60(TB) = HL-60(TB) leukemia cells; 9% of 78,000 active; AID 1794776; active = growth percent below 10
Starred values were filed as active, the others as inactive; & = joins results of further samples; [ ] = another dose, or the depositor's remark. Not all compounds are listed; count on the stated rates, not on these rows.

SMILES	HL-60(TB)
N=C(N)NCCC[C@@H]1NC(=O)c2ccc(nc2)-c2ccc(cn2)NC(=O)CCNC(=O)[C@H](CCCNC(=N)N)NC(=O)[C@H](CCCNC(=N)N)NC(=O)[C@H](CCCNC(=N)N)NC(=O)c2ccc(nc2)-c2ccc(cn2)NC(=O)CCNC(=O)[C@H](CCCNC(=N)N)NC(=O)[C@H](CCCNC(=N)N)NC(=O)[C@H](CCCNC(=N)N)NC(=O)c2ccc(nc2)-c2ccc(cn2)NC(=O)CCNC(=O)[C@H](CCCNC(=N)N)NC(=O)[C@H](CCCNC(=N)N)NC1=O	98[4 µM]
C=CCc1cc(C(C)(C)CC(C)(C)C)cc(CN(C)C)c1O	103
Nc1nc2c(c(=O)[nH]1)NC(=N[C@@H](Cc1ccccc1)C(=O)O)CN2	96
CCCCCCCCCC(=O)N1CCOCC1	107
Cc1ccc(C2CC(c3ccc4c(c3)OCO4)=NN2C(N)=S)cc1 (stereo unspecified)	102
COc1ccc(-c2cs/c(=N\N=C\c3ccc(Cl)cc3)n2C)cc1	77
CC[C@@H](C)OC(=O)c1nn(C(C)=O)c2ccccc12	120
COc1cc(/C=C/c2cc(/C=C/c3cc(OC)c(OC)c(OC)c3)n(-c3ccccc3)n2)cc(OC)c1OC	76
Clc1ccc(-c2cn3c(n2)SCC3)c(Cl)c1Cl	82
CCOC(=O)C1=C(C)N=C2Sc3cccc(OC)c3N2[C@H]1c1ccccn1	105
CN1CCC[C@]2(C)[C@H]3CC[C@]4(C)C(=O)/C(=C/c5ccccn5)C[C@H]4[C@@H]3CC[C@@H]12	87
COc1ccc(/C=C2/SC(N3CCN(c4ccc(Cl)cc4)CC3)=NC2=O)cc1OC	99
CCOC(=O)c1c(C)csc1NC(=O)CSCC(=O)OC	100&109
c1ccc(CSc2nnc(-c3ccc(-c4nc5ccccc5[nH]4)cc3)o2)cc1	97
NC(=O)c1cccc(C#CCNC[C@H]2C[C@@H](n3ccc4c(Cl)ncnc43)[C@H](O)[C@@H]2O)c1	102
O=C1NC(c2ccc(C(F)(F)F)cc2)N=C2C(c3ccccc3)=NOC12 (stereo unspecified)	101
CCCCCCCCCNc1ccc(C(=O)O)cc1C(F)(F)F	102
CCOC(=O)c1sc(/N=C2\C(=O)Nc3ccc(Cl)cc32)nc1C	99
C#COc1cccc(Nc2c(C#N)cnc3ncc(NC(=O)CCl)cc23)c1	20[6.25 µM]
C#C[C@]1(CO)O[C@@H](n2cnc3c(N)nc(F)nc32)C[C@@H]1O	97
CCC(CC(Br)C(=O)O)NC(=O)c1ccccc1 (stereo unspecified)	98
O=C(O)c1ccccc1C(=O)OCc1ccccc1	47
CC(=O)Nc1ccc2c(c1)CN1C(=O)c3ccccc3C1=N2	86
C=C(C)C(=O)OCCC(C)OC (stereo unspecified)	114
CC(C)C[C@H](NC(=O)Cn1ccc(NCc2ccccc2)cc1=O)B(O)O	3.7*
C/C(=C\c1ccc(OCC(=O)O)c(Cl)c1Cl)[N+](=O)[O-]	80
O=c1[nH]c(NCc2ccccc2)nc2nc(Nc3ccc(NC(=S)Nc4ccccc4)cc3)nc(-c3ccc(O)cc3O)c12	98
O=C1c2nc3n(c2C(=O)c2nc4n(c21)CCCC4)CCCC3	107
C1CNC(SCCOCCOCCSC2=NCCN2)=N1	107
CC[C@H](CC[C@@H](C)[C@H]1CC[C@H]2[C@@H]3/C(=C/c4ccccn4)C(=O)C4=CC(=O)CC[C@]4(C)[C@H]3CC[C@]12C)C(C)C	99

Another view of 7 compounds above:
SMILES | HL-60(TB)
CCOC(=O)c1sc(/N=C2\C(=O)Nc3ccc(Cl)cc32)nc1C | 99
C#COc1cccc(Nc2c(C#N)cnc3ncc(NC(=O)CCl)cc23)c1 | 20[6.25 µM]
C#C[C@]1(CO)O[C@@H](n2cnc3c(N)nc(F)nc32)C[C@@H]1O | 97
CCC(CC(Br)C(=O)O)NC(=O)c1ccccc1 (stereo unspecified) | 98
O=C(O)c1ccccc1C(=O)OCc1ccccc1 | 47
CC(=O)Nc1ccc2c(c1)CN1C(=O)c3ccccc3C1=N2 | 86
C=C(C)C(=O)OCCC(C)OC (stereo unspecified) | 114

Next section
SMILES	HL-60(TB)
C=C1C(=O)O[C@H]2[C@H]1CC/C(COC(=O)NCCCCCCCCNC(=O)OC/C1=C/CC[C@@]3(C)O[C@H]3[C@H]3OC(=O)C(=C)[C@@H]3CC1)=C\CC[C@@]1(C)O[C@@H]21	-50*
Cn1cc(C(=O)c2nc(-c3cn(C)c4ccc(F)cc34)no2)c2cc(F)ccc21	93
COc1ccc(/C=C/c2nc3ccccc3c(=O)n2CC(=O)Nc2ccc(Cl)cc2)cc1	96
C=CCn1c(SCC(=O)c2ccc(OC)cc2)nnc1-c1ccc(Cl)cc1	96
CC(C)=CCCC1(C)C(/C=N/Nc2ccccc2)C(C#N)(C#N)C1(C#N)C#N (stereo unspecified)	101
O=C(OCc1ccccc1)c1ccccc1	98&132
COC(=O)[C@@H](OC(=O)NS(=O)(=O)N(c1ccc(F)cc1)C1CCN(C(=O)OC(C)(C)C)CC1)C(C)C	131
C=C(C)[C@@H]1CC[C@]2(C(=O)NC(C)=O)CC[C@]3(C)[C@H](CC[C@@H]4[C@@]5(C)CCCNC(C)(C)[C@@H]5CC[C@]43C)[C@@H]12	-51*
COc1cccc(-c2nn(-c3ccccc3)cc2-c2ccnc(NCCNS(=O)(=O)c3cccc4ccccc34)c2)c1	51
Cc1nc2n(n1)C1(C)CCCC(=O)N1c1ccccc1-2 (stereo unspecified)	51
Cc1ccc(C(=O)NNc2nccc(Nc3ccc(S(=O)(=O)Nc4ccncc4)cc3)n2)cc1	90
COc1cc(NC(=O)OCc2ccccc2)c2ncccc2c1	130
COc1ccc(CN2CCC(N3CCCC3=O)c3cc(Cl)ccc32)cc1 (stereo unspecified)	80
O=C(O)C(=Cc1ccccc1)C(=O)O	100
Cc1nc2sc3c(c2c(C)c1Br)NC(c1ccccc1C(F)(F)F)NC3=O (stereo unspecified)	96
CC1=NN(C(=O)c2ccc(NC(=O)c3ccccn3)cc2)C(=O)C1	92
C=CCOc1ccc(S(C)(=O)=O)cc1	97
COC(=O)C1(C(=O)OC)N=C(C)OO1	104
CC1(C)CC(=O)C2=C(C1)C(c1ccc(Cl)cc1)n1ncc(C#N)c1N2 (stereo unspecified)	98
c1ccc2c(c1)CN(C1CCCCC1)CO2	93
COc1ccc(C2=C(Br)C(=O)C(c3ccc(OC)cc3)=C(Br)C2=O)cc1	98
CC1(C)CC(=O)c2c(nn(-c3ccc(Br)cc3)c2-c2cn(-c3ccccc3)nc2-c2cccs2)C1	93
CC12CCC3C(C/C(=N\O)C4=CC(=O)CCC43C)C1CCC2=O (stereo unspecified)	93
CC(C)(C)NC(=O)NC(=O)CN1C(=O)NC(C)(c2ccc(Cl)cc2Cl)C1=O (stereo unspecified)	104
NC(=O)c1ccsc1Nc1ccnc(C(F)(F)F)c1	99
COc1ccc(-c2cc(-c3cccnc3)nc3sc4c(c23)N=CN2CCN=C42)cc1OC	95
O=C(O)N/N=C/c1ccc(Cl)cc1	83
Cc1ccccc1-n1c(C)nc2cc(NC(=O)c3ccccc3)ccc2c1=O	94
O=C(CCCCCCN1CC(=O)N2[C@@H](c3ccc(Cl)c([N+](=O)[O-])c3)c3[nH]c4ccccc4c3C[C@H]2C1=O)NO	99
Cc1ccc(S(=O)(=O)N(C)C2c3ccccc3Oc3ccccc32)cc1C	73

4 compounds out of the list, sorted by formula weight, smallest number first.
SMILES	HL-60(TB)
CC[C@@H](C)OC(=O)c1nn(C(C)=O)c2ccccc12	120
Cc1nc2n(n1)C1(C)CCCC(=O)N1c1ccccc1-2 (stereo unspecified)	51
C=CCn1c(SCC(=O)c2ccc(OC)cc2)nnc1-c1ccc(Cl)cc1	96
O=C(CCCCCCN1CC(=O)N2[C@@H](c3ccc(Cl)c([N+](=O)[O-])c3)c3[nH]c4ccccc4c3C[C@H]2C1=O)NO	99

New compounds follow:
SMILES	HL-60(TB)
Cn1c(=O)cc2c3c(c(NCCCO)ccc31)C(=O)c1ccccc1-2	51
CCCCCCCCCCCCCCCC(=O)Nc1ccn(CC#CCO)c(=O)n1	87
Cn1c(O)c(C(=Nc2ccccc2N)c2ccccc2)c(=O)n(C)c1=O	58
O=C(N/N=C/c1cccc2ccccc12)c1ccc2cccc(O)c2n1	79
CCCCC(CC)COC(=O)CSC1=C(C)C(=O)c2ccccc2C1=O (stereo unspecified)	78
O=c1cc(-c2ccccc2)oc2cc(O)ccc12	97
CCCCCC1=C(C)C=C(C)CC1(C)C[N+](C)(C)C (stereo unspecified)	79
Cc1ccc(C(=O)CSc2nnc(-c3cnccn3)n2-c2ccccc2)cc1	68
CN1C(=O)CS/C1=N\NC(=O)Cn1nc(-c2ccccc2)ccc1=O	87
Oc1ccc(-c2[nH]c3ccccc3c2-c2nc3ccccc3o2)cc1	81
COC(=O)c1ccc(NN)cc1	89
Nc1ccc(-c2ccc3ncnc(N4CCc5cc(F)c(Cl)cc54)c3c2)cn1	23
O=C1/C(=C/c2cc3cc4c(cc3nc2Cl)OCCO4)SC(=S)N1CCc1ccc(O)cc1	73
O=C(CCCc1ccc(N(CCCl)CCCl)cc1)NCc1ccccc1	19
Cc1ccc(-c2cc(-c3cccc(OCC(=O)O)c3)[nH]c(=O)c2C#N)cc1	76
O=C(Nc1ccc(Nc2ccncc2)cc1)c1ccc(Nc2ccnc3ccc([N+](=O)[O-])cc23)cc1[N+](=O)[O-]	89
Oc1ccc(SCCCCCCSc2ccc(O)cc2)cc1	54
COc1cc(NC(=O)CN2CCN(c3cc(=O)n(-c4ccccc4)c4ccccc34)CC2)cc(OC)c1OC	105
COc1cccc(/C=N/NC(=S)NC2CC3CCC2C3)c1O (stereo unspecified)	71
O=C(CCCCCCCCC(=O)Nc1cccc(C2=NCCN2)c1)Nc1cccc(C2=NCCN2)c1	82
Clc1ccc(N/N=C(/c2ccccc2)c2ccccn2)nc1	3.1*
Oc1ccc(/C=N/N=C(/c2ccccc2)c2ccc3nc(-c4ccc(O)cc4)[nH]c3c2)cc1	25
C/C=C/C=C1/OC(C)=C(C(C)=O)C1=O	95
Cc1ccc(S(=O)(=O)Nc2ccc3ncccc3c2)cc1	81
O=C(Nc1ccc(NS(=O)(=O)c2ccccc2)c(Cl)c1)c1ccccc1	79
O=[N+]([O-])c1ccc(-c2cc3c(Nc4ccc(Sc5nc6ccccc6s5)c(Cl)c4)ncnc3s2)cc1	22
COc1ccc(NC(=O)Cn2c(/C=C/c3ccc(N(C)C)cc3)nc3ccccc3c2=O)cc1	82
O=C(N/N=C/c1ccc(F)cc1)c1ccccc1Nc1ccnc(C(F)(F)F)c1	92
COc1ccc(-c2c(C#N)c(N)nn2-c2ncc(C#N)c(N)n2)cc1	88
COC(=O)C(Cc1ccccc1)NC(=O)NC(=O)NC(=O)CI (stereo unspecified)	-51*

Taken from above for reference:
SMILES	HL-60(TB)
Cc1ccc(S(=O)(=O)Nc2ccc3ncccc3c2)cc1	81
O=C(Nc1ccc(NS(=O)(=O)c2ccccc2)c(Cl)c1)c1ccccc1	79
O=[N+]([O-])c1ccc(-c2cc3c(Nc4ccc(Sc5nc6ccccc6s5)c(Cl)c4)ncnc3s2)cc1	22

The list goes on.
SMILES	HL-60(TB)
Fc1ccc(-c2nnc(COc3ccc(Cl)cc3Cl)o2)cc1	87
COc1ccc(/C(=C\c2ccccc2)C(=O)O)cc1	123&114
O=C(CI)NC(Cc1ccccc1)C(=O)O (stereo unspecified)	107
O/N=C/c1ccc(Cl)cc1Cl	95
COc1cc2c(C#N)n3c(c2cc1OC)C(=O)C(c1ccccc1)Oc1ccccc1-3 (stereo unspecified)	61
c1c(N2CC2)cc(N2CC2)cc1N1CC1	104
CC1=C(C)Cc2c(OC(=O)c3ccccc3)ccc(OC(=O)c3ccccc3)c2C1	103
COc1ccc(CCNC(=O)c2cccc(Cl)c2)cc1OC	63
O=c1oc2ccc(-c3ccc(F)cc3F)cc2c(=O)n1-c1ccc(F)c(F)c1	-19*
CCOC(=O)c1cc(-c2ccc(Cl)cc2)[nH]c1NNC(C)=O	62
FC(F)(F)c1[nH]ncc1-c1nc2ccc3n[nH]c(C#Cc4cccnc4)c3c2c2c1CCCC2	24
